# Bioassay records (PubChem)
# core dimer inh – inhibitors of HCV core protein dimerization, primary screen, biochemical, TR-FRET, high-throughput; TR-FRET GST/Flag-core106 dimerization, 1536-well; inhibition, % at 5 µM; hit rate 0.33% among 300,000;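 active means inhibition above the mean of all tested compounds plus 3 SD, set per screening campaign, cut at about 45% in these data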
#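 System – GST-tagged and Flag-tagged HCV core protein residues 1-106 · Repeats – one well for each compound · Technique – TR-FRET 671 and 617 nm emission · Doses – one concentration, 5 µM, in 0.5% DMSO · Times – 4 h, 22.5 °C incubation · Also added – Eu donor and XL665 acceptor anti-tag antibodies · Measure – percent inhibition of core106 dimerization signal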
# proCasp3 act – activators of human procaspase-3 D3A mutant, primary screen, biochemical, absorbance, PC-3 D3A mutant, single concentration; Caspase-3 (Homo sapiens), P42574; recombinant procaspase-3 D3A, Ac-DEVD-pNA absorbance 405 nm; activation, % at 8.5 µM; hit rate 0.11% among 330,000;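 active means activation above the mean of all tested compounds plus 3 SD, cut at about 21% in these data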;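 further: 0% = DMSO alone and 100% = DMSO wells spiked with extra 5 µM PC-3 D3A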
#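 material = Procaspase-3 D3A mutant | probe or stimulus = Ac-DEVD-pNA | compound = single dose, 8.5 µM nominal compound, 0.8% DMSO | timing = 1 h preincubation, 2 h reaction | measured by = 405 nm absorbance of p-nitroaniline, reads at 0 and 120 min | benchmarks = DMSO-only low control, 5 µM PC-3 D3A high control | repeats = singlicate, each compound tested once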
# VLA-4 inh – inhibition in human VLA-4 binding assay, primary screen, VLA-4 allosteric modulator project, MLPCN library, flow cytometry, VLA-4 expressing cells. Integrin alpha-4 (Homo sapiens), P13612. ligand binding flow cytometry. inhibition, % (about 7 µM as worked out from the volumes in the protocol). hit rate 0.2% among 330,000. AID 2557, 2010; in the data active means inhibition above about 50%
# CTSL1 counter – Fasciola hepatica cathepsin L1 inhibitors, primary screen, counter-screen for PFM18AAP inhibitor project, biochemical, QFRET, fluorogenic peptide substrate; hit rate 0.49% among 300,000; recombinant F. hepatica cathepsin L1, Z-Leu-Arg-MCA fluorescence; AID 1906, 2009; inhibition, % at 5.96 µM;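 active means inhibition above the mean of all tested compounds plus 3 SD, set per screening campaign, cut at about 17% in these data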;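 further: 0% = plate median of test compound wells and 100% = 1 µM Z-Phe-Ala-diazomethylketone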
# procasp7 counter – procaspase-7 activators, primary screen, counter-screen for procaspase-3 activator project, biochemical, absorbance, HTS, human; Caspase-7 (Homo sapiens), P55210; recombinant procaspase-7, Ac-DEVD-pNA absorbance 405 nm; D23A/D198A/D206A triple mutant, cannot self-cleave; scale: DMSO 0, 5 µM enzyme 100; activation, % at 8.5 µM; hit rate 0.093% among 330,000; AID 463210, 2010;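 active means percent activation above the screen-wide mean plus 3 SD, cut at about 25% in these data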
# Target sequence (P55210 whole entry D23A/D198A/D206A): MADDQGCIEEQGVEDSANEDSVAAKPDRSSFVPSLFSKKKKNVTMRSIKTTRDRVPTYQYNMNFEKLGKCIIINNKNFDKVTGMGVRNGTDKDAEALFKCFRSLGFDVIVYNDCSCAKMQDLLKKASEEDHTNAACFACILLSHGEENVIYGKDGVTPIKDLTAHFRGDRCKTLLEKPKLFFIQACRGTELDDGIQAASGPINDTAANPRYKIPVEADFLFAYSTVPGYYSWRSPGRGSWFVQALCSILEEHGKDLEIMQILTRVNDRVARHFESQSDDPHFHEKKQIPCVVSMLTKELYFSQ
#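 System: Uncleavable procaspase-7 mutant enzyme; Amount: 2 µM procaspase-7 mutant as dispensed; Schedule: 1 h compound preincubation, 2 h substrate cleavage, 25 °C; Measured by: 405 nm absorbance of p-nitroaniline; Evaluation: percent activation from buffer-corrected 0–120 min absorbance change; Control set: low DMSO alone, high DMSO plus 5 µM PC-7.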
# PP1 inh – PP1-alpha phosphatase inhibitors, primary screen, counter-screen for PP5 inhibitor project, biochemical, fluorescence, OMFP substrate, single point | Serine/threonine-protein phosphatase PP1-alpha catalytic subunit (Homo sapiens), P62136 | purified PP1alpha | inhibition, % at 6.7 µM | hit rate 0.9% among 320,000;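 active means inhibition above the mean inhibition of all tested compounds plus 3 SD, computed separately for each screening campaign, cut at about 15% in these data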
# GRK2 inh – compounds blocking aptamer binding on GRK2 – biochemical, human GRK2, bead flow cytometry, HTS, primary screen. FAM-aptamer displacement from GRK2. inhibition of aptamer binding, % at 10 µM. hit rate 0.59% among 330,000. AID 488847, 2010;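 active means inhibition of aptamer binding above 40%, roughly 3 SD of noise, on plates passing a quality check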;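 further: median bead fluorescence of bound FAM aptamer so fluorescent compounds give negative values; no value below 0 was filed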
# Target sequence (P25098 whole entry, looked up): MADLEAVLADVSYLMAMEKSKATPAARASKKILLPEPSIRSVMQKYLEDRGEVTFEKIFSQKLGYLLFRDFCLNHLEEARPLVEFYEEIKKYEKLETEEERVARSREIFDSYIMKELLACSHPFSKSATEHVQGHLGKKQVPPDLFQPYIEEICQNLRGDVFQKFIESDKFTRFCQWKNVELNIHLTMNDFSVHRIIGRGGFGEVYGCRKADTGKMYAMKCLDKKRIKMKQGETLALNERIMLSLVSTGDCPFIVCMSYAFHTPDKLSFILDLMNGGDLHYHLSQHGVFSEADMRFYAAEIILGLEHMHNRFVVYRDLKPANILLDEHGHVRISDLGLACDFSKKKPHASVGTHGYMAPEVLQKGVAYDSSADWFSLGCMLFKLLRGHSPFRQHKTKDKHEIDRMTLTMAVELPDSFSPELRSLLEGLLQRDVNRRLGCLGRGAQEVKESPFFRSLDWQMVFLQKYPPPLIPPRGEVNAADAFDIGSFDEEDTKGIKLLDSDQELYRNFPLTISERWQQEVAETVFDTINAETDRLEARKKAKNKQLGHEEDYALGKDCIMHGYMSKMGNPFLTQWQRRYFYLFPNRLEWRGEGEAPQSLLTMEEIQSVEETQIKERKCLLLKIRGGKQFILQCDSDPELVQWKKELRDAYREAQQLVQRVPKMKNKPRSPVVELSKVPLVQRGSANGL
# PP5 primary – PP5 phosphatase inhibitors, primary screen, biochemical, fluorescence; AID 1987, 2009; hit rate 0.18% among 320,000; purified PP5c, OMFP substrate fluorescence; inhibition, % at 6.7 µM; Serine/threonine-protein phosphatase 5 (Homo sapiens), P53041;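 active means inhibition above the campaign's mean inhibition across all tested compounds plus 3 SD, cut at about 9.5% in these data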;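 further: 0% = DMSO only and 100% = 100 µM cantharidin control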
# JMJD2C inh – inhibitors of GASC-1 histone demethylase, primary screen, biochemical, fluorescence, DELFIA europium; Lysine-specific demethylase 4C (Homo sapiens), Q9H3R0; GST-JMJD2C(1-420) H3K9me3 demethylation; inhibition, % at 2.35 µM; hit rate 0.069% among 330,000; AID 2099, 2009;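 active means more than half of a compound's replicate wells show inhibition beyond 50%, single wells judged on their own value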;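 further: signal counts dimethyl H3K9 product captured on neutravidin plate; 0% = median of DMSO wells and 100% = 0.3 times that DMSO median; strong numbers were not always called active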
# * = called active by the depositor; nt = not tested or not shown.
SMILES,core dimer inh,proCasp3 act,VLA-4 inh,CTSL1 counter,procasp7 counter,PP1 inh,GRK2 inh,PP5 primary,JMJD2C inh
COc1ccccc1-c1nnc(SCC(=O)c2ccc(C3CCCCC3)cc2)n1Cc1ccco1,21,-5,6,-2,6,17*,3,0.6,-2
CCc1c(C)c2c(C)nn(-c3ccccc3)c2oc1=O,2,1,-4,0,4,-2,22,2.5,6
CCCNc1c(NS(=O)(=O)c2ccc(C3CCCCC3)cc2)c(=O)oc2ccccc12,11,14,2,1,-7,-1,0,2.7,5
CC(C)NC(=O)CN(C(=O)CCC(=O)Nc1nccs1)c1ccc2c(c1)OCO2,17,-5,-1,-3,-3,-2,0,3.1,7
CC(C)c1ccc(CNc2ccc3c(c2)ncn3C)cc1,-10,-3,1,-2,-7,2,7,4.9,5
CCOC(=O)NC(=S)c1ccc[nH]1,-3,-9,11,0,-16,-1,0,-1.2,-9
O=C(CCCC(=O)N(CC(=O)NC1CCCC1)C1CCCC1)Nc1ccccn1,1,2,8,4,4,0,2,0.8,10
CCOC(=O)Cn1c(-c2cccnc2Cl)nc2ccccc21,-2,3,-3,-2,6,2,0,4.1,3
OCCNc1nc(Nc2ccccc2Cl)nc(N2CCCC2)n1,6,-5,12,-2,7,0,0,4.0,-2
CCc1nc(N2CCN(C(=O)c3ccccc3)CC2)c2c3c(sc2n1)CCCC3,8,-6,0,-1,-1,3,3,1.4,17
Cc1ccc(S(=O)(=O)C2CCCCC2=O)cc1 (stereo not given),-11,6,-5,-3,-6,-3,1,0.9,2
O=C(Nc1cccnc1Cl)c1cccs1,-3,4,-2,-6,1,-3,0,-1.3,-1
CN(C)CCCNC1=CC(=O)OC12CCCCC2,-1,-7,13,-5,7,-2,0,1.0,36
Cc1ccc(C)c(NC(=O)Nn2cnnc2)c1,1,-1,-13,1,4,-2,0,3.1,4
O=C(CC(Nc1ccccc1)C(=O)O)c1ccccc1 (stereo not given),14,-28,-1,10,-26,3,0,0.5,3
Cn1cc(Cl)c(C(=O)Nc2nc3ccccc3s2)n1,5,8,4,6,-6,-4,4,0.1,8
O=C(N1CCN(c2cccc(Cl)c2)CC1)C1(c2cccs2)CCOCC1,-2,3,-8,4,0,1,1,3.4,3
COc1ccc(CCC(=O)N2CCN(S(=O)(=O)c3ccc(OC)cc3)CC2)cc1,nt,1,0,nt,-8,2,0,2.9,-21
O=C(CCS(=O)(=O)c1ccc(Cl)cc1)NCCC1=CCCCC1,5,3,4,-2,5,-3,0,3.1,-1
O=C(Nc1ccccc1[N+](=O)[O-])c1cccc(N2C(=O)CCC2=O)c1,-2,5,5,-1,-7,2,0,3.4,7
COc1ccc(CCC(C)NCC2CCCCC2)cc1 (stereo not given),-8,4,2,-1,5,2,0,2.6,5
Cc1ccc(S(=O)(=O)N(C)C[C@@H]2Oc3c(NS(C)(=O)=O)cccc3C(=O)N([C@H](C)CO)C[C@@H]2C)cc1,nt,6,0,nt,5,nt,0,nt,-25
COc1ccc(S(=O)(=O)Cc2ccc(C(=O)N3CCCC3)o2)cc1,-4,10,-1,0,10,-5,0,1.4,4
Cc1cccc(NC(=S)N/N=C/c2c[nH]c3ccccc23)c1,-14,-16,5,5,-19,7,0,4.6,-4
Cc1ccc(CNC(=O)CSc2nc3[nH]ncc3c(=O)[nH]2)cc1,-8,-1,-3,-6,-3,-2,4,-1.9,3
SMILES,core dimer inh,proCasp3 act,VLA-4 inh,CTSL1 counter,procasp7 counter,PP1 inh,GRK2 inh,PP5 primary,JMJD2C inh
CCCCNC(=O)C1CC(=O)N(C2CCCC2)C1 (stereo not given),0,3,-2,0,10,-3,0,-2.3,6
CC(=O)c1ccc(OC(=O)COc2ccccc2)cc1,4,-2,-1,-19,10,-3,2,2.0,1
OCCNc1nc(Nc2ccc(Br)cc2)nc2ccccc12,-12,-10,21,-5,-1,7,0,3.1,16
CN1CCN(c2nc3nonc3nc2N2CCN(C)CC2)CC1,-1,10,-9,3,13,0,6,1.6,5
Cc1ccc(-c2nnc(Nc3ccc(CC(N)=O)cc3)c3ccccc23)cc1,1,3,4,2,-1,1,0,-0.8,0
O=C(CCC1CCCC1)N1CCN(C(=O)COc2ccccc2)CC1,-2,-1,12,-7,3,-2,1,2.6,4
N=c1oc2ccc(Br)cc2cc1C(=O)NCc1ccccc1,0,-10,6,1,-2,-3,0,-1.4,5
Cc1ccc(S(=O)(=O)N2CCC(C(=O)Nc3ccc(S(=O)(=O)N4CCCC4)cc3)CC2)cc1,6,6,8,0,15,1,0,2.9,-12
C/C(=N\NC(=O)c1ccco1)c1cccc2ccccc12,6,-1,7,-1,-4,-4,0,2.9,16
COc1cccc(NC(=O)c2nn(C)c3c2CS(=O)(=O)c2ccccc2-3)c1,-3,7,16,2,-2,-2,3,-0.3,1
COc1ccc(CCNC(=O)c2c([S-])n(-c3ccc(C)cc3)c3cccc[n+]23)cc1,13,0,1,-1,-21,6,0,2.3,-4
O=C(Nc1ccc(Cl)cc1C(F)(F)F)C(Sc1nnc(-c2cccs2)o1)c1ccccc1 (stereo not given),5,-18,nt,0,-20,6,0,5.7,1
COc1ccc(C2C(C(=O)Nc3ccccn3)=C(C)Nc3ncnn32)c(OC)c1 (stereo not given),1,1,-6,2,-5,-2,0,-2.0,10
O=[N+]([O-])c1ccc(N2CCCCC2)cn1,2,-4,5,0,-7,-2,2,0.6,-2
CCOc1ccc(CCNC(=O)CSCC(=O)Nc2ccc(OC)cc2)cc1OCC,nt,6,24,nt,-8,-3,7,-1.6,2
Cc1cc(C)c[n+](C[n+]2cc(C)cc(C)c2)c1,8,4,-2,2,10,-3,0,-1.7,-11
O=C(CSc1nc(-c2ccco2)cc(C(F)(F)F)n1)N1CCc2ccccc2C1,24,1,-9,3,4,2,3,3.4,0
O=C(CSc1nc2c(c(=O)n1-c1ccc(Cl)cc1)SCC2)N1CCCC1,3,8,5,11,-1,-3,0,-0.3,-4
Cc1cc2c(cc1C)C(c1cc(Br)ccc1F)CC(=O)N2 (stereo not given),1,-7,37,-1,4,-1,3,1.6,-6
Cc1cccc(N(Cc2ccc(Cl)cc2)S(C)(=O)=O)c1,-4,2,11,0,1,-1,6,2.9,-1
Nc1nc(-c2ccccc2)cc(N2CCCCC2)n1,0,0,19,1,-6,2,0,-1.2,-2
CCOC(=O)c1c(-c2ncc(C(F)(F)F)cc2Cl)noc1C,1,8,6,1,-10,-2,0,0.9,39
CCOC(=O)N1CCN(C(=O)c2cc(OC)c(OC)c(OC)c2)CC1,-1,1,4,2,-3,0,0,-1.4,-2
O=C(Nc1cccc2ccccc12)/C(=C/c1cccc([N+](=O)[O-])c1)NC(=O)c1cccs1,16,7,0,2,-2,2,2,-0.5,-8
NNC(=O)c1sc2nc(N3CCOCC3)c3c(c2c1N)CCCC3,-2,-12,-32,-1,-27,6,0,3.8,-3
SMILES,core dimer inh,proCasp3 act,VLA-4 inh,CTSL1 counter,procasp7 counter,PP1 inh,GRK2 inh,PP5 primary,JMJD2C inh
CCOC(=O)c1ccc(NC(=O)CSc2nc(=O)n(CCN3CCOCC3)c3c2CCC3)cc1,2,4,-9,11,-4,6,0,0.2,24
CCc1ccc(OCC2NCCc3cc(OC)c(OC)cc32)cc1 (stereo not given),1,5,22,1,9,0,0,2.1,17
O=C(NC(=S)NNC(=O)c1ccco1)c1ccc(Br)cc1,-5,-3,-3,-6,-15,13,3,-0.9,-17
COCC(=O)Nc1cc(OC)ccc1OC,-1,6,30,3,1,-3,23,2.0,-1
CCc1ccc(S(=O)(=O)Nc2c(C)nc3nc[nH]n3c2=O)cc1,1,4,4,-1,2,0,1,2.6,6
CC(C)(C)c1ccc(C(=O)c2c[nH]c(C(=O)NCC3CCCO3)c2)cc1 (stereo not given),5,-1,17,2,9,-2,0,1.6,6
O=C(COC(=O)C1CC2C=CC1C2)Nc1ccc2c(c1)OC(F)(F)O2 (stereo not given),-4,6,6,-1,-5,6,1,2.6,-7
CCOc1ccc(C(=O)/C=C/c2cn(CN3CCN(C)CC3)c3ccccc23)cc1,-2,-27,-9,5,-15,7,0,11*,-3
CNCc1ccccc1Sc1ccc(O)c(O)c1,0,-15,6,-1,-18,-1,4,-0.1,-8
C/C(=N\NC(=S)Nc1ccc(F)cc1)C1CC1,0,2,13,-1,7,-4,3,1.0,11
O=C(O)COc1ccc(NC(=O)c2ccc(NC(=O)c3ccco3)cc2)cc1,-5,0,1,-2,4,-2,1,1.7,8
CC1=C(C(=O)N2CCOCC2)C(c2ccccc2F)NC(=O)N1 (stereo not given),-2,-4,-3,-5,-1,-7,0,1.9,-4
Cc1cc(C)nc(N(C#N)Cc2ccccc2Cl)n1,-8,5,-4,2,6,0,0,-1.5,-2
COc1ccc(C2C(C#N)=C(N)Oc3cc(C)[nH]c(=O)c32)c(OC)c1OC (stereo not given),0,-6,2,3,-26,1,0,-2.1,1
COC(=O)c1cccc2c1-c1ccccc1/C2=N/O,4,-6,-4,3,-6,0,0,1.7,-4
Cc1cc(C)n2nc(C(=O)OCC(=O)N3CC(C)CC(C)C3)nc2n1 (stereo not given),-1,-4,-5,-2,5,2,3,-1.1,4
COc1ccc(-n2ncc3c(=O)n(CC(=O)NC(C)C)cnc32)cc1,1,6,2,-2,4,-2,3,2.8,-27
CCOC(=O)CNc1c(-c2ccc(O)cc2)nc2ccc(Cl)cn12,0,-10,8,4,2,-1,1,-0.3,-31
CCCS(=O)(=O)c1nc(S(=O)(=O)c2ccc(C)cc2)c(N2CCC(O)CC2)s1,-2,1,11,9,-7,-5,3,-1.0,-27

# Quoted from the listing.
# Under core dimer inh, COc1ccc(C2C(C#N)=C(N)Oc3cc(C)[nH]c(=O)c32)c(OC)c1OC (stereo not given) has 0
# Under VLA-4 inh, COc1ccc(-n2ncc3c(=O)n(CC(=O)NC(C)C)cnc32)cc1 has 2

# Hits appear at their usual frequency; 2.6% or so of the library scored in one or more.
